Screening data deposited in PubChem BioAssay by National Center for Advancing Translational Sciences (NCATS).
FEN1 inh – inhibitors of human flap endonuclease 1 | Recombinant FEN1 flap cleavage, fluorescence, 15 min | actives 0.35% (n = 390,000) | Potency, µM (top dose mostly 114 µM), for the others: at the highest dose activity change, negative = inhibition, hits mostly inhibitors; note: nearly all actives have a fitted effect of over 65% in size
Target sequence (P39748 whole entry, looked up): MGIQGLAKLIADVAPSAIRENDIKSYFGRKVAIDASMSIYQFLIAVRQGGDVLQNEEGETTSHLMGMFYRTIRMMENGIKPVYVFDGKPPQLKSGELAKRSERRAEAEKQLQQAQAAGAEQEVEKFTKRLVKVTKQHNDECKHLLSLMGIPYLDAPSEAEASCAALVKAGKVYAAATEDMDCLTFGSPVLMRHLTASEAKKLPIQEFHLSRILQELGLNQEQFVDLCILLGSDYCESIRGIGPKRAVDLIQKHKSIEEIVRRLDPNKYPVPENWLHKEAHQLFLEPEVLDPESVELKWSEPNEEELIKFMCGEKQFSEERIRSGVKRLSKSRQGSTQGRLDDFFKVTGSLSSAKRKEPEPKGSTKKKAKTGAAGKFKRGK
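Reaction started by adding substrate (50 nM final) to 10 nM enzyme after 15 min room-temperature compound preincubation. Reads at 0 and 15 min, with data normalized and fitted to a four-parameter Hill equation.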
TDP1 cell CPT – DT40-hTDP1 cell growth loss with CPT; chicken DT40 Tdp1-/-;hTDP1 cells + 20 nM CPT, ATP luminescence, 48 h; Potency, µM (highest dose often 46.2 µM), without a hit: at the top dose activity change, negative = growth inhibition, most hits filed as inhibitors; actives 12% (n = 420,000); note: nearly all actives have a fitted effect of over 55% in size
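Chicken DT40 Tdp1-/- cells stably complemented with human TDP1 were seeded at 400 cells/well in medium containing 20 nM camptothecin, exposed to pin-transferred compounds, and grown at 37 °C for at least 48 hr. Viability was read as ATP luminescence.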
N370S GC – inhibitors or activators of N370S glucocerebrosidase for Gaucher disease; P04062; N370S GC spleen homogenate, 4MU-glucoside fluorescence; Potency, µM (titrated, usually from 59.4 µM), without a hit: at the top dose activity change, negative = inhibition, actives largely listed as inhibitors; actives 0.092% (n = 330,000); AID 2101;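 note: 0% = full enzyme activity and -100% = no enzyme basal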
Numbers without * were called inactive; ? = inconclusive; nt = no result given; & = joins results of further samples; [ ] = dose if it differs, or a comment. Calls come from the whole dose curve; as a rule, active = well fitted curve in the direction sought with a large enough effect; inconclusive = small, poorly fitted or top-dose-only effect, or another doubt; inactive = no such curve, though single readings can be large; an effect the other way counts as inactive or inconclusive. Unless noted, % is set by controls: 0 for no effect and ±100 for the full control effect; potency is the fitted concentration of half-maximal effect. This is a subset, so the mix of outcomes need not match the whole.

SMILES	FEN1 inh	TDP1 cell CPT	N370S GC
COc1ccc(C)cc1NC(=O)C1CC(=O)N(CCc2ccc(F)cc2)C1 (configuration not stated)	14.4%	23.1%	nt
COc1ccc(OC)c(NC(=S)NN2CCN(C)CC2)c1	4.2%	-3.3%	5.0%
CCC(=O)c1cn([C@H](CCC(OC)OC)CC(=O)OC(C)(C)C)cc1CC	17.3%	?	-3.9%
CCOCCCNC(=O)c1cn(C)c2ccc(S(=O)(=O)N3CCCC3)cc2c1=O	-3.5%	-8.6%	4.7%
COc1ccc(N2CCN(S(=O)(=O)CCNC(=O)C34CC5CC(CC(C5)C3)C4)CC2)cc1	-16.7%	?	-22.2%
Cc1cccc(NC(=O)C2CCCN2C(=O)Oc2ccccc2)c1 (configuration not stated)	0.0%	5.0%	10.8%
C1=CC(c2cc3ccccc3o2)OC(CCc2ccccc2)C1 (configuration not stated)	-0.9%	-12.2%	-0.8%
OC(c1ccccc1)c1nc2ccccc2n1Cc1c(F)cccc1Cl (configuration not stated)	5.6%	?	nt
NC(=O)CS(=O)(=O)c1ccc(Cl)cc1	-7.7%	7.7%	-0.1%
CC1CC(C(F)(F)F)n2ncc(C(=O)O)c2N1 (configuration not stated)	2.0%	-0.4%	8.8%
CCOC1OC2C(CO)OC(n3cnc4c(N)ncnc43)C2O1 (configuration not stated)	0.6%	-1.8%	-0.7%
CCCOc1ccc([C@@H]2C3CN(C(=O)OCC)CC=C3C(C#N)=C(N)C2(C#N)C#N)cc1OC (some centres not stated)	9.9%	?	-4.0%
O=C(OCC(=O)N1CCN(S(=O)(=O)c2ccc(Cl)cc2)CC1)c1cc(Br)ccc1O	12.8%	-13.7%	6.0%
CC(C)COc1cccc(C(=O)Nc2ccc(S(=O)(=O)N3CCOCC3)cc2)c1	-14.0%	?	-0.7%
COc1ccc(S(=O)(=O)N2CCOCC2)cc1NC(=O)CN1C(=O)NC2(CCCC2)C1=O	-0.3%	-6.0%	nt
CC(=O)c1cccc(OCc2cc(C(=O)NC3CCN(Cc4ccccc4)CC3)no2)c1	16.8%	?	-3.8%
Cc1nn(-c2ccccc2)c2c1C1(C(=O)N3c4c(cccc41)C(C)CC3(C)C)C(C#N)=C(N)O2 (configuration not stated)	?	?	-10.9%
CCOC(=O)c1c(C)[nH]c(C)c1C(=O)COC(=O)c1cccnc1SC	-22.6%	?	nt
Cc1ccccc1Nc1nc(-c2cccnc2)nc2ccccc12	13.2%	?	-25.7%
COc1ccc2nc(/N=C(\N)NC(=O)N3c4ccccc4Sc4ccccc43)nc(C)c2c1	0.9%	13µM*	11.2%
CCOC(=O)c1scc(-c2ccccc2)c1S(=O)(=O)N1CCN(c2ccc(Cl)cc2)CC1	12.1%	?	nt
O=C(NC(=S)NCc1ccccc1)c1ccc(Br)cc1	-2.4%	?	nt
C=C1C(=O)OC2C[C@@]3(C)CCCC(C)C3=CC12 (some centres not stated)	nt	?	-0.6%
Cc1ccc(N2C(=O)CC(n3ccnc3)C2=O)cc1C (configuration not stated)	-2.4%	1.7%	10.0%
CC(C)c1nn2c(=O)cc(COc3cccc(NC(=O)c4ccco4)c3)nc2s1	17.7%	?	19.9%
COc1ccc(CNC(=O)C(c2ccncc2)N(C(=O)Cc2cccs2)c2cccnc2)cc1 (configuration not stated)	3.8%	2.0%	-3.1%
O=C(CCC(=O)N1CCSc2ccccc21)NCc1ccccc1	1.1%	?	-4.5%
COc1ccccc1-c1cccc([C@@H]2C[C@H]3[C@@H](CN2)CON3C)c1	-8.6%	-12.7%	nt
O=C(Nc1nc(-c2ccc(Cl)cc2)cs1)C1=COCCO1	-8.2%	23.1µM*	-2.7%
CCCCn1nc2cc(C(=O)NCc3ccccc3OC)ccc2c1OCC	-11.2%	-23.4%	18.8%

The last 6 entries of the section above lead into the next.
SMILES	FEN1 inh	TDP1 cell CPT	N370S GC
CC(C)c1nn2c(=O)cc(COc3cccc(NC(=O)c4ccco4)c3)nc2s1	17.7%	?	19.9%
COc1ccc(CNC(=O)C(c2ccncc2)N(C(=O)Cc2cccs2)c2cccnc2)cc1 (configuration not stated)	3.8%	2.0%	-3.1%
O=C(CCC(=O)N1CCSc2ccccc21)NCc1ccccc1	1.1%	?	-4.5%
COc1ccccc1-c1cccc([C@@H]2C[C@H]3[C@@H](CN2)CON3C)c1	-8.6%	-12.7%	nt
O=C(Nc1nc(-c2ccc(Cl)cc2)cs1)C1=COCCO1	-8.2%	23.1µM*	-2.7%
CCCCn1nc2cc(C(=O)NCc3ccccc3OC)ccc2c1OCC	-11.2%	-23.4%	18.8%
CCn1c(=NC(=O)c2cccc(N3C(=O)CCC3=O)c2)sc2c(OC)ccc(OC)c21	-17.4%	-25.5%	11.6%
CCOc1ccccc1N(CC(=O)Nc1cccc2ccccc12)S(C)(=O)=O	-5.9%	-8.9%	-1.3%
Cc1c(C(=O)Nc2nnc(C(F)(F)F)s2)oc2ccccc12	1.1%	?	6.2%
CCOC(=O)C1=C(C)N(CCCCCC(=O)O)C(=O)NC1c1ccc(Br)cc1 (configuration not stated)	-6.1%	-13.5%	-12.9%
CCn1c(C(=O)O)c(CC(=O)N(C)c2ccc(OC)cc2OC)c2ccccc21	-22.0%	-5.2%	8.5%
Cc1ccc(CNC(=O)C2c3ccccc3C(=O)N(C)C2c2c[nH]c3ccccc23)o1 (configuration not stated)	0.6%	20.6µM*	-1.7%
O=C(C[C@@H]1C/C=C\CC[C@H](Cc2ccc(F)cc2)C(=O)OC[C@@H]2CCCN2C1=O)N[C@H](CO)Cc1ccccc1	-11.3%	6.51µM*	nt
COc1ccc(/C=N/n2c(C)nc3sc(C)c(C)c3c2=O)cc1OC	-3.5%	-13.9%	-13.3%
CN=C1SC(CC(=O)Nc2ccc(F)cc2F)C(=O)N1/N=C/c1ccc(OC(F)F)c(OC)c1 (configuration not stated)	-12.2%	?	-5.9%
CC(C)CNC(=O)C(=O)NN=C1CCCCCC1	6.8%	-12.5%	-4.6%
COCC(=O)N1CCC[C@@]2(CCN(Cc3ccc(C#N)cc3)C2)C1	nt	0.0%	-6.5%
Cc1nn(C)c(=S)[nH]c1=S	10.2%	-5.0%	nt
COc1ccc(C2c3ccc(O)cc3Oc3ncn4nc(-c5cccnc5)nc4c32)cc1OC (configuration not stated)	13.5%	?	-18.6%
CCO[C@H]1OC(C(=O)N2CCOCC2)=C[C@@H](c2ccc3c(c2)OCO3)[C@@H]1CCCO	7.3%	-0.5%	7.7%
CCOC(=O)C(=O)Nc1nnc(COc2ccccc2)s1	0.3%	-1.4%	-5.3%
N/C(=N\OC(=O)COc1ccc(Br)cc1)c1cccnc1	11.3%	-7.7%	9.2%
CC(NC(=O)c1cccs1)c1ccc(Br)cc1 (configuration not stated)	2.5%	1.2%	nt
CC(=O)Nc1ccc(NS(=O)(=O)c2ccc(C)cc2)cc1[N+](=O)[O-]	5.6%	4.2%	-9.0%
Cc1csc(NC(=O)C2CCN(C(=O)c3ccccc3C)CC2)n1	3.2%	-25.9%	-5.0%
CC1CC(NC(=O)C2(C)CC2(Cl)Cl)CC(C)(C)C1 (configuration not stated)	16.8%	?	-11.0%
COCCn1c(=NC(=O)c2ccco2)sc2cc(C(=O)OC)ccc21	5.9%	-15.4%	1.3%
Cc1cccc2c(=O)cc(C(F)(F)F)[nH]c12	7.8%	?	0.3%
CC1Cc2ccccc2N1C(=O)CSc1nncs1 (configuration not stated)	1.5%	-13.2%	nt
O=C(CCN1C(=O)C2C3C=CC(C3)C2C1=O)Oc1ccc2ccccc2c1 (configuration not stated)	-2.3%	-16.6%	5.8%
Cc1ccc(C(=O)N2CCN(C34CC5CC(CC(C5)C3)C4)CC2)o1	-1.6%	1.4%	-6.7%
CC(=O)c1ccc(N2CCN(c3ccc4cc(S(=O)(=O)N5CCC(C)CC5)ccc4n3)CC2)cc1	1.6%&1.8%	?	-0.8%
O=C(Cn1c(=O)n(-c2ccccc2)c(=O)c2c3c(sc21)CCC3)c1ccc(Br)cc1	-2.4%	-20.2%	nt
O=[N+]([O-])c1ccc2oc(C3CCCCC3)nc2c1	36.4%[activator]	?	8.1%
CN(Cc1ccc(Cl)s1)C(=O)CCl	0.2%	3.26µM*	5.5%
COc1cccc(NC(=O)[C@H](NC(=O)[C@@H]2Cc3ccccc3CN2)c2ccccc2)c1	-11.0%	1.3%	?
CCCCc1ccc(NC(=O)CSC2=C(C#N)C(c3ccco3)C3=C(CCCC3=O)N2)cc1 (configuration not stated)	-18.6%	?	20.2%
Cc1cc(C)cc(-n2c(C)cc(/C=N\NC(=O)COc3cccc4cccnc34)c2C)c1	-13.7%	?	5.7%
C=C1C=C(C(F)F)n2ncc(C(=O)Nc3ccc(Br)cc3C(F)(F)F)c2N1	-13.4%	13.8%	nt
O=C1Nc2ccc(Br)cc2C1=C1CCCCC1	12.4%	?	12.7%
C/C(=N\NC(=O)C1CC1)c1ccc(C)cc1C	37.1%[activator]	-4.6%	nt
CCOc1ccc(C(=O)Nc2ccc3oc(-c4ccc(C)cc4C)nc3c2)cc1Br	-11.7%	?	nt
COc1nc(N/N=C/c2ccc(-c3ccccc3[N+](=O)[O-])o2)nc(N2CCOCC2)n1	-6.1%	?	19.8%
CC(C)(C)S(=O)N1Cc2cc(=O)n(Cc3ccccc3)cc2[C@H]1CCO (some centres not stated)	10.1%	-3.9%	nt
OCC1(Cc2cccc(Cl)c2)CCCN(Cc2cnn(-c3ccccc3)c2)C1 (configuration not stated)	6.7%	?	-13.8%
O=C(OCc1ccc([N+](=O)[O-])cc1)c1cc(=O)c2ccccc2o1	-3.5%	30.1%[activator]	-12.3%
CCCCCCCn1c(C)nnc1-c1cnn(C)c1N	16.3%	-7.6%	10.6%
COc1ccc(NC(=O)CC2Nc3ccccc3NC2=O)cc1 (configuration not stated)	-4.5%	?	nt
N/C(Cc1ccc([N+](=O)[O-])cc1)=N\OC(=O)c1ccccc1F	0.7%	-20.2%	22.7%
COc1ccc(CCNC(=O)c2ccc(Cl)cc2)cc1OC	-0.5%	-8.1%	10.6%
Cc1ccc(CNC(=O)c2ccc(N3CCC4(CC3)CC(c3cccc(Br)c3)=NO4)c([N+](=O)[O-])c2)cc1	-19.2%	10.3µM*	-2.1%
CCOc1ccccc1NC(=O)c1ccc(S(=O)(=O)N(C)C)cc1	-6.4%	-26.3%	8.1%
O=S(=O)(c1c(Cl)cc(Br)cc1Cl)N1CCN(C(=S)NC2CC2)CC1	-2.4%	?	nt
CCc1cc(C(=O)Nc2nc(-c3ccccn3)cs2)sc1C	9.9%	4.61µM*	nt
Cc1c(C)n(C)c2ccc(C(=O)NCc3cccc(F)c3)cc12	8.2%	23.1µM*	nt
Cc1cc(Cl)ccc1OCc1cc(=O)n2c3c(sc2n1)CCCC3	-1.5%	-0.4%	nt

Structural class, the entries above containing a nitro group on carbon
SMILES	FEN1 inh	TDP1 cell CPT	N370S GC
CC(=O)Nc1ccc(NS(=O)(=O)c2ccc(C)cc2)cc1[N+](=O)[O-]	5.6%	4.2%	-9.0%
O=[N+]([O-])c1ccc2oc(C3CCCCC3)nc2c1	36.4%[activator]	?	8.1%
COc1nc(N/N=C/c2ccc(-c3ccccc3[N+](=O)[O-])o2)nc(N2CCOCC2)n1	-6.1%	?	19.8%
O=C(OCc1ccc([N+](=O)[O-])cc1)c1cc(=O)c2ccccc2o1	-3.5%	30.1%[activator]	-12.3%
N/C(Cc1ccc([N+](=O)[O-])cc1)=N\OC(=O)c1ccccc1F	0.7%	-20.2%	22.7%
Cc1ccc(CNC(=O)c2ccc(N3CCC4(CC3)CC(c3cccc(Br)c3)=NO4)c([N+](=O)[O-])c2)cc1	-19.2%	10.3µM*	-2.1%

(next part)
SMILES	FEN1 inh	TDP1 cell CPT	N370S GC
COc1ccc(Cc2nnc(NC(=O)Nc3ccc(C)cc3)s2)cc1OC	4.6%	-2.6%	-10.8%
COc1ccc(NC(=O)COC(=O)c2ccc([N+](=O)[O-])o2)cc1Cl	?	0.1%	-10.6%
Cc1cccc(C)c1OCC(=O)N(Cc1ccc(Cl)cc1)C1CCS(=O)(=O)C1 (configuration not stated)	12.4%	?	-7.8%
COc1ccc(/C=N/NC(=O)c2ccc(=O)[nH]n2)cc1OC	-12.4%	-7.3%	-5.4%
CCN(C[C@H]1N[C@@](Cc2ccccc2)(C(=O)OC)[C@H]2C(=O)N(C)C(=O)[C@@H]12)C(=O)c1ccc(F)cc1	10.9%	-3.6%	nt
COC(=O)c1ccccc1NC(=O)CSc1ncn[nH]1	-8.9%	14.5%	1.8%
COc1cc(/C=N/NC(=O)c2ccc3c(c2)OCCO3)cc(Cl)c1O	0.4%	13.9%	-9.5%
Cc1cc(C(=O)Nc2ccc(S(=O)(=O)N3CCOCC3)cc2)ccc1[N+](=O)[O-]	7.4%	?	-4.6%
O=C(NCCCN1CCOCC1)C1Nc2ccc(OC(F)(F)F)cc2C2C=CCC12 (configuration not stated)	-7.0%	?	nt
